# SNCA expr inh – SNCA gene expression inhibition | HEK-293 SNCA-luciferase knock-in, luminescence, 24 h | Potency, µM (doses to about 57.2 µM), for inactives: at the top dose activity change, negative = inhibition, most hits filed as inhibitors | hit rate 0.17% among 140,000;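 further: plate controls were DMSO cells for no effect and cell-free wells for full effect; nearly all actives have a fitted effect of over 45% in size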
# HEK293 viab – counter-screen for SNCA expression inhibitors: cell viability | HEK-293-SNCA-luc viability, GF-AFC fluorescence, 24 h | Potency, µM (doses to about 57.1 µM), for inactives: at the highest dose activity change, negative = cytotoxicity, most hits filed as cytotoxic | hit rate 0.12% among 150,000 | AID 1671193;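 further: 0% = DMSO-treated cells and -100% = medium-only wells without cells; nearly all actives have a fitted effect of over 30% in size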
#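 Cytotoxicity counterscreen: after 24 h compound treatment of genome-edited SNCA-luciferase HEK-293 cells, live-cell protease substrate GF-AFC read by fluorescence after 30 min; activity scaled between DMSO (0%) and medium-only (-100%), curves Hill-fitted.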
# Active calls of the source: *; ? = inconclusive; [ ] = remark or other dose. The call rests on the fitted dose curve; in most records, active means well fitted curve in the direction sought with a large enough effect; inconclusive means small, poorly fitted or top-dose-only effect, or another doubt; inactive means no such curve, though single readings can be large; an effect the other way counts as inactive or inconclusive. Potency means the concentration at half of the fitted maximal effect. A portion of the library. The share of hits here may be higher or lower than overall.
1	CN(C)C(=O)c1ccc(-c2ccc3ncnc(NCc4ccccc4)c3c2)cc1
2	COc1ccccc1CNc1ncncc1-c1ccccc1C(F)(F)F
3	CCNc1ncc2nc(-c3ccccc3)c(=O)n(C[C@H]3CCCO3)c2n1
4	O=C(O)C1CCN(c2ncnc3ccc(-c4ccccc4C(F)(F)F)cc23)CC1
5	CC(C)NC(=O)N1CCC2(CC1)CCN(C(=O)c1csnn1)CC2
6	Cc1noc(C)c1-c1cc(Nc2ccccc2)ncn1
7	COc1ccccc1CNc1cc(-c2ccccc2CN(C)C)ncn1
8	COc1ncc2nc(-c3cn(C)c4ccccc34)c(=O)n(-c3ccccc3)c2n1
Screen / compound no. | 1 | 2 | 3 | 4 | 5 | 6 | 7 | 8
SNCA expr inh | 36%[activator] | -10% | 3% | 34%[activator] | 4% | -3% | -5% | 2%
HEK293 viab | -19% | -12% | ? | -8% | -10% | -7% | -14% | ?

9	N#Cc1ccc(CN2CC3(CCN(C(=O)c4cccc(F)c4)CC3)C2)cc1
10	CC(=O)N1CCC2(CC1)CCN(c1ccccc1)CC2
11	COc1ccccc1CCn1c(=O)c(-c2cn(C)c3ccccc23)nc2cncnc21
12	O=c1c(-c2ccc(F)cc2)nc2cnc(N3CCOCC3)nc2n1Cc1cccs1
13	O=C(c1ccncc1)N1CCC2(CCN(Cc3cc(C(F)(F)F)cc(C(F)(F)F)c3)CC2)CC1
14	O=S(=O)(c1ccccc1)N1CCC[C@@]2(CCN(Cc3cc(C(F)(F)F)cc(C(F)(F)F)c3)C2)C1
15	c1ccc(Nc2nc(-c3ccoc3)nc3ccccc23)cc1
16	Cc1noc(C)c1-c1nc(N2CCNCC2)c2ccccc2n1
Screen / compound no. | 9 | 10 | 11 | 12 | 13 | 14 | 15 | 16
SNCA expr inh | 35%[activator] | 36%[activator] | 11% | 5% | 21% | 2% | -6% | 26%
HEK293 viab | -7% | 2% | ? | ? | -3% | -18% | ? | -19%

17	Cc1cnc(CNc2nc(-c3ccccc3C)nc3ccccc23)cn1
18	COc1ccc(-c2nc3cnc(N4CCOCC4)nc3n(-c3ccccc3)c2=O)cc1
19	COc1ccc(NC(=O)N2CC3(CCN(C(=O)c4ccco4)CC3)C2)cc1
20	Cc1ccccc1-c1cc(N2CCN(C)CC2)ncn1
21	O=C(c1cccc(F)c1)N1CCC2(CCCN(Cc3nccs3)C2)CC1
22	COc1ccc(C(=O)N2CCC3(CCCN(Cc4cc(C(F)(F)F)cc(C(F)(F)F)c4)C3)CC2)cc1
23	N#CCCn1c(=O)c(-c2ccc(Cl)cc2)nc2cnc(Oc3cccc(Cl)c3)nc21
24	CS(=O)(=O)Nc1cccc(-c2nccc(NCc3cccs3)n2)c1
Screen / compound no. | 17 | 18 | 19 | 20 | 21 | 22 | 23 | 24
SNCA expr inh | -8% | -15% | 5% | -4% | 11% | 5% | 3% | 60%[activator]
HEK293 viab | -16% | ? | -3% | -3% | 5% | 1% | 11% | 2%

25	COc1ccccc1CN1CC[C@@]2(CCCN(C(=O)c3ccco3)C2)C1
26	c1ccc(-c2ccc(N3CC4(CCNCC4)C3)cc2)cc1
27	COc1ccccc1-c1cc(NCc2cccs2)ncn1
28	COc1ccc2[nH]cc(CCNc3cc(-c4ccc(C(=O)N(C)C)cc4)ncn3)c2c1
29	Cc1ccccc1-c1nc(N(C)Cc2ccco2)c2ccccc2n1
30	COc1ccc(-c2nc3cnc(N(C)C)nc3n(C)c2=O)cc1
31	COCCn1c(=O)c(-c2cc(F)cc(F)c2)nc2cnc(Oc3ccccc3)nc21
32	CN1CCN(c2ncc3nc(-c4ccc(Cl)cc4)c(=O)n(CCC#N)c3n2)CC1
Screen / compound no. | 25 | 26 | 27 | 28 | 29 | 30 | 31 | 32
SNCA expr inh | -12% | ? | 7% | 2% | -24% | 69%[activator] | 0% | ?
HEK293 viab | 1% | 32µM* | -8% | ? | -17% | ? | 1% | ?

# Exported field by field: entries from further up.
(31) COCCn1c(=O)c(-c2cc(F)cc(F)c2)nc2cnc(Oc3ccccc3)nc21
  SNCA expr inh = 0%	HEK293 viab = 1%

(32) CN1CCN(c2ncc3nc(-c4ccc(Cl)cc4)c(=O)n(CCC#N)c3n2)CC1
  SNCA expr inh = ?	HEK293 viab = ?

# Carrying on.
33	CN(C)c1ncc2nc(-c3ccccc3)c(=O)n(C[C@H]3CCCO3)c2n1
34	CC(=O)NCCNc1ncncc1-c1ccc(N(C)C)cc1
35	Cc1noc(C)c1-c1nccc(N2CCN(C)CC2)n1
36	N#Cc1ccc(CN2CCCC3(CCNCC3)C2)cc1
37	COc1ccc(CNc2ncncc2-c2ccccc2C(F)(F)F)c(OC)c1
38	COc1ccc(-n2c(=O)cnc3cnc(Oc4cccc(Cl)c4)nc32)cc1
39	Cc1cccc(CNc2cc(-c3ccccc3CN(C)C)ncn2)c1
40	Cc1ccccc1-c1ccc2ncnc(N(C)Cc3ccco3)c2c1
Screen / compound no. | 33 | 34 | 35 | 36 | 37 | 38 | 39 | 40
SNCA expr inh | 9% | ? | 82%[activator] | -8% | -12% | -6% | 5% | -14%
HEK293 viab | ? | -17% | 6% | -13% | ? | -19% | 4% | -5%

41	CN(C)C(=O)c1ccc(-c2ccc3ncnc(N(C)C)c3c2)cc1
42	CCNc1ncc2nc(C)c(=O)n(Cc3ccc(F)cc3)c2n1
43	COc1ccc(C(=O)N2CCC3(CCCN(Cc4ccccc4OC)C3)CC2)cc1
44	Cc1nc2cnc(N(C)C)nc2n(Cc2cccs2)c1=O
45	CN(Cc1ccco1)c1nc(-c2cccc(C#N)c2)nc2ccccc12
46	COc1ccc(-n2c(=O)cnc3cnc(OC)nc32)cc1
47	CN1CCN(c2ncc3nc(-c4cn(C)c5ccccc45)c(=O)n(CCC#N)c3n2)CC1
48	N#Cc1cccc(NC(=O)N2CC[C@@]3(CCCNC3)C2)c1
Screen / compound no. | 41 | 42 | 43 | 44 | 45 | 46 | 47 | 48
SNCA expr inh | ? | -1% | -9% | 9% | -14% | -23% | 38%[activator] | 9%
HEK293 viab | 0% | -6% | -13% | ? | ? | -13% | ? | 3%

49	COc1ccccc1CNc1nc(-c2ccoc2)nc2ccccc12
50	CC(=O)N1CCC[C@@]2(CCN(c3ccncc3)C2)C1
51	COc1ccc(Oc2ncc3nc(-c4ccc(OC)cc4)c(=O)n(C)c3n2)cc1
52	CN(Cc1ccco1)c1nc(-c2cccnc2)nc2ccccc12
53	COCC(=O)N1CCC2(CC1)CN(C(=O)Nc1cccc(F)c1)C2
54	Cc1cnc(CNc2ncnc3ccc(-c4ccc5c(c4)OCO5)cc23)cn1
55	COCC(=O)N1CCC2(CCN(Cc3cc(C(F)(F)F)cc(C(F)(F)F)c3)CC2)CC1
56	Cc1noc(C)c1C(=O)N1CCC2(CC1)CN(c1ncccn1)C2
Screen / compound no. | 49 | 50 | 51 | 52 | 53 | 54 | 55 | 56
SNCA expr inh | -8% | -2% | -9% | 0% | 21% | 55%[activator] | 28% | -7%
HEK293 viab | -9% | -12% | -9% | -12% | 1% | -4% | 6% | -10%

57	c1cncc(-c2cc(NCc3cccs3)ncn2)c1
58	Cc1noc(C)c1C(=O)N1CCC[C@@]2(CCN(Cc3ccccc3)C2)C1
59	O=C(c1cc(C(F)(F)F)cc(C(F)(F)F)c1)N1CCC2(CCCN(c3ccncc3)C2)CC1
60	CCNc1ncc2nc(-c3ccc(F)cc3)c(=O)n(C[C@H]3CCCO3)c2n1
61	COc1ccc2[nH]cc(CCNc3ccnc(-c4cccnc4)n3)c2c1
62	N#CCCn1c(=O)c(-c2cccs2)nc2cnc(N3CCNCC3)nc21
63	COc1ccc2[nH]cc(CCNc3ncncc3-c3cccnc3)c2c1
64	COc1ccc(-n2c(=O)c(-c3cc(F)cc(F)c3)nc3cncnc32)cc1
Screen / compound no. | 57 | 58 | 59 | 60 | 61 | 62 | 63 | 64
SNCA expr inh | 5% | -20% | ? | 5% | -17% | 20% | -2% | 16%
HEK293 viab | 6% | -10% | -3% | ? | -13% | ? | 2% | ?

65	CN(C)c1ccc(-c2nccc(NCc3ccccc3)n2)cc1
66	COCCn1c(=O)c(-c2ccc(F)cc2)nc2cnc(Nc3cccc(OC)c3)nc21
67	COc1ccc(-c2nc3cnc(N4CCN(C)CC4)nc3n(Cc3ccc(F)cc3)c2=O)cc1
68	FC(F)(F)c1cc(CN2CCCC3(CCNCC3)C2)cc(C(F)(F)F)c1
69	Cc1cccc(CNc2cc(-c3c(C)noc3C)ncn2)c1
70	O=C(c1csnn1)N1CCC[C@@]2(CCN(Cc3ccccc3)C2)C1
71	COc1cccc(-c2ccc3ncnc(NCCNC(C)=O)c3c2)c1
72	Cc1noc(C)c1C(=O)N1CCC2(CCCN(c3ncccn3)C2)CC1
Screen / compound no. | 65 | 66 | 67 | 68 | 69 | 70 | 71 | 72
SNCA expr inh | -8% | -6% | ? | 33%[activator] | 8% | 9% | 23% | -6%
HEK293 viab | -10% | ? | ? | 6% | 1% | -20% | -6% | -2%

73	Cc1cccc(CNc2nc(-c3c(C)noc3C)nc3ccccc23)c1
74	CC(C)NC(=O)N1CC[C@@]2(CCCN(C(=O)c3cccc(F)c3)C2)C1
75	Cn1cc(-c2nc3cnc(N4CCNCC4)nc3n(CCc3ccccc3)c2=O)c2ccccc21
76	O=c1c(-c2ccc(Cl)cc2)nc2cnc(Nc3ccccc3)nc2n1C1CC1
77	CC(=O)N1CCC[C@@]2(CCN(C(=O)Nc3cccc(C#N)c3)C2)C1
78	COc1ccc(C(=O)N2CCC[C@@]3(CCN(Cc4cc(C(F)(F)F)cc(C(F)(F)F)c4)C3)C2)cc1
79	CN(C)c1ncnc2ccc(-c3cccc(C#N)c3)cc12
80	CN(C)Cc1ccccc1-c1cncnc1NCc1cccs1
Screen / compound no. | 73 | 74 | 75 | 76 | 77 | 78 | 79 | 80
SNCA expr inh | -5% | ? | -12% | -10% | -8% | -26% | 48%[activator] | 12%
HEK293 viab | ? | -29% | ? | 25% | -8% | -11% | 8% | -4%

81	CN1CCN(c2ncc3nc(-c4cccs4)c(=O)n(Cc4ccc(F)cc4)c3n2)CC1
82	COCCn1c(=O)c(-c2ccc(Cl)cc2)nc2cnc(N3CCNCC3)nc21
83	O=C(c1csnn1)N1CCC2(CC1)CN(c1ncccn1)C2
84	O=C(c1ccco1)N1CCC2(CC1)CN(C(c1ccccc1)c1ccccc1)C2
85	Cc1ccccc1-c1nccc(NCCN2CCOCC2)n1
86	COCC(=O)N1CCC2(CCN(Cc3ccc(C#N)cc3)CC2)CC1
87	COc1ccc(NC(=O)N2CCCC3(CCN(C(=O)c4ccc(OC)cc4)CC3)C2)cc1
88	CS(=O)(=O)N1CCC[C@@]2(CCN(c3ccncc3)C2)C1
Screen / compound no. | 81 | 82 | 83 | 84 | 85 | 86 | 87 | 88
SNCA expr inh | 9% | 5% | 30%[activator] | ? | 35% | -9% | 7% | 33%[activator]
HEK293 viab | ? | ? | 1% | -13% | 3% | 0% | -29% | -1%

# Single records, as listed above. Screens in order: SNCA expr inh	HEK293 viab
# Shown for COc1ccc(NC(=O)N2CCCC3(CCN(C(=O)c4ccc(OC)cc4)CC3)C2)cc1 → 7%	-29%
# Shown for Cc1ccccc1-c1nccc(NCCN2CCOCC2)n1 → 35%	3%
# Shown for O=C(c1ccco1)N1CCC2(CC1)CN(C(c1ccccc1)c1ccccc1)C2 → ?	-13%
# Shown for CN1CCN(c2ncc3nc(-c4cccs4)c(=O)n(Cc4ccc(F)cc4)c3n2)CC1 → 9%	?
# Shown for O=C(c1csnn1)N1CCC2(CC1)CN(c1ncccn1)C2 → 30%[activator]	1%

# The list goes on:
89	CCNc1ncc2ncc(=O)n(C3CC3)c2n1
90	COc1ccc(Oc2ncc3nc(CCc4ccccc4)c(=O)n(CCC#N)c3n2)cc1
91	COc1cccc(Cn2c(=O)c(-c3ccccc3)nc3cnc(OC)nc32)c1
92	COc1ccc(Oc2ncc3ncc(=O)n(Cc4ccc(F)cc4)c3n2)cc1
93	Cc1cccc(CNc2ccnc(-c3ccc(C(=O)N(C)C)cc3)n2)c1
94	COc1ccc(CNc2nc(-c3ccc(N(C)C)cc3)nc3ccccc23)c(OC)c1
95	COC(=O)N1CCC[C@@]2(CCN(c3ccccn3)C2)C1
96	O=c1c(-c2ccc(F)cc2)nc2cnc(Oc3ccccc3)nc2n1C[C@H]1CCCO1
Screen / compound no. | 89 | 90 | 91 | 92 | 93 | 94 | 95 | 96
SNCA expr inh | 9% | -10% | ? | -21% | -20% | ? | 7% | 5%
HEK293 viab | -21% | -27% | -6% | ? | -2% | ? | -6% | -29%

97	CNc1nc(-c2ccccc2CN(C)C)nc2ccccc12
98	O=c1c(-c2ccccc2)nc2cnc(N3CCNCC3)nc2n1-c1ccccc1
99	COCCn1c(=O)c(-c2ccccc2)nc2cnc(OC)nc21
100	Cc1nc2cnc(Nc3ccccc3)nc2n(CCC#N)c1=O
101	COCCn1c(=O)c(C)nc2cnc(N3CCNCC3)nc21
102	COc1cccc(Cn2c(=O)c(-c3ccc(Cl)cc3)nc3cnc(N4CCOCC4)nc32)c1
103	Cc1cnc(CNc2cc(-c3ccccc3Cl)ncn2)cn1
Screen / compound no. | 97 | 98 | 99 | 100 | 101 | 102 | 103
SNCA expr inh | -13% | -5% | 8% | -12% | -18% | 2% | 44%[activator]
HEK293 viab | -24% | ? | 0% | -9% | -14% | 31% | 4%
